# RmlCD inh mix: RmlC and RmlD coupled enzyme inhibitors, primary screen, biochemical, 384-well, compound mixtures, retest; RmlC/RmlD coupled enzyme inhibition, 384-well mixture HTS; inhibition, % at 5.5 µM; hit rate 0.39% among 110,000; AID 1532, 2009; in the data active means inhibition above about 30%, passing the limit was not always enough; further: strong numbers were not always called active
# HIV RNase H inh: HIV-1 RT RNase H inhibitors, primary screen, biochemical, fluorescence; Gag-Pol polyprotein (Human immunodeficiency virus type 1 group M subtype B (isolate …; RT-RNase H RNA/DNA duplex cleavage; inhibition, % at 10 µM; hit rate 1.9% among 65,000; in the data active means inhibition above about 50%
# Numbers without * were called inactive; . = no result given.
# Sample of the layout:
entry	Compound	RmlCD inh mix	HIV RNase H inh
1	COc1ccc(CN(C(=O)c2cnccn2)C(C(=O)NC(C)(C)C)c2cc(OC)c(OC)c(OC)c2)cc1 (centres undefined)	6.8	.
2	COc1ccc(NC(=O)c2nc[nH]c2C(=O)N[C@@H](C)C(=O)OC(C)(C)C)cc1	-8.7	.
3	CCCn1nc(C(=O)NCc2ccccn2)c2ccccc2c1=O	-2.5	-56.5
4	Clc1ccc2[nH]c3c(N4CCC5(CC4)OCCO5)ncnc3c2c1	-12.8	.

# All compounds of this part, previewed entries included:
entry	Compound	RmlCD inh mix	HIV RNase H inh
1	COc1ccc(CN(C(=O)c2cnccn2)C(C(=O)NC(C)(C)C)c2cc(OC)c(OC)c(OC)c2)cc1 (centres undefined)	6.8	.
2	COc1ccc(NC(=O)c2nc[nH]c2C(=O)N[C@@H](C)C(=O)OC(C)(C)C)cc1	-8.7	.
3	CCCn1nc(C(=O)NCc2ccccn2)c2ccccc2c1=O	-2.5	-56.5
4	Clc1ccc2[nH]c3c(N4CCC5(CC4)OCCO5)ncnc3c2c1	-12.8	.
5	COc1ccc(OC)c(C2C(C#N)=C(N)Oc3cc(C)n(Cc4ccccn4)c(=O)c32)c1 (centres undefined)	5.3	11.9
6	COC(=O)c1ccccc1OCCCOc1ccc(C=O)cc1OC	-11.7	.
7	O=C(c1ccc(-c2ccccc2)cc1)N1CCN(c2nc3ccccc3o2)CC1	9.8	-4.4
8	COc1ccc2nc(SCC(=O)N3CC(=O)Nc4ccccc43)c(C#N)cc2c1	-12.3	.
9	CCN(CC)C(=O)CSc1nc2ccccc2c(=O)n1OC	12.5	-16.6
10	Cc1cc(-c2ccccc2)nc2[n+]1CCN2C	-45.0	2.7
11	O=C(CSc1nc2ccccc2o1)Nc1ccc(N2CCOCC2)cc1	-8.9	-2.9
12	O=C(CSc1ccc(-c2ccccc2)nn1)N1CCOCC1	5.1	-4.6
13	O=C(CSc1nnc(-c2cccs2)o1)N1CCCc2ccccc21	0.0	-13.6
14	O=c1cc(-c2ccccc2)c2ccc(O)c(CN3CCCCC3)c2o1	4.1	-1.4
15	CC(C)(C)c1nc2ccccc2c(=O)n1N1C(=O)c2ccccc2C1=O	5.2	.
16	O=C(NCCO)c1cccc(S(=O)(=O)N2CCCCC2)c1	-21.7	-5.2
17	Cc1c(Br)c([N+](=O)[O-])nn1CC(=O)NCc1cccnc1	7.6	.
18	CCNC(=S)NNC(=O)c1ccoc1C	-6.8	.
19	CC1(C)Oc2ccc(C(=O)N3CCOCC3)cc2N(CC(=O)N2CCOCC2)C1=O	-8.4	-8.7
20	CC1(C(=O)NC2CCCCC2)CCC(=O)N1Cc1cccs1 (centres undefined)	12.8	-3.5
21	CCn1c(SCC(=O)N2c3ccccc3Sc3ccccc32)nc2c1c(=O)n(C)c(=O)n2C	-13.5	-13.0
22	CCOC(=O)C1CCN(C(=O)CS(=O)Cc2nc(-c3ccc(C)cc3)oc2C)CC1 (centres undefined)	-9.2	6.1
23	Cc1cccc(Nc2ncnc3nc[nH]c23)c1C	11.6	-22.2
24	O=C(N1CCOCC1)N(CCN1CCOCC1)Cc1cccc(Cl)c1	6.8	-10.0
25	CCCN1C(=O)/C(=C/c2c(NCCCOCC)nc3c(C)cccn3c2=O)SC1=S	-4.0	.
26	O=C(c1cc2cc(Br)cc(Br)c2oc1=O)N1CCCc2ccccc21	5.3	.
27	CCOC(=O)C1=C(C)N(CCO)C(=O)NC1c1cccc(O)c1 (centres undefined)	-11.9	7.0
28	COc1ccc(C(CNC(=O)c2cc(=O)[nH]c3ccccc23)N2CCCC2)cc1 (centres undefined)	-4.4	-3.2
29	C=CCN1c2ccccc2[C@]23C[C@@H](C(=O)OC)N(C(=O)c4ccco4)C2=NC(C(=O)OC)=C(C(=O)OC)[C@H]13	6.3	.
30	CCCCNC(=O)Cc1coc2ccc3ccccc3c12	-33.4	.
31	Cc1cc(NC(=O)CCc2ccc(S(=O)(=O)N3CCOCC3)cc2)n(-c2ccccc2)n1	-5.7	.
32	CC(C)NC[C@@H](O)c1ccc(O)c(O)c1	97.5	.
33	CCOc1ccc(NC(=O)N(C2CCCCC2)C(C)c2cccnc2)cc1 (centres undefined)	2.3	.
34	O=C(CN1CCN(Cc2ccccc2Cl)C1=O)NCC1CCCO1 (centres undefined)	7.9	0.8
35	O=C(O)C1CC=CCC1C(=O)NCCc1csc(-c2ccccc2)n1 (centres undefined)	7.4	.
36	CCCN1C(=O)CC(c2ccco2)Sc2ccccc21 (centres undefined)	23.3	-8.4
37	O=C(Nc1ncc(Cl)cn1)c1cccs1	16.7	.
38	CC(=O)NC(CCS(C)(=O)=O)C(=O)Nc1ccccc1Cl (centres undefined)	-12.6	-3.3
39	Nn1c(SCC(=O)Nc2ccccc2F)nc2ccccc2c1=O	-5.1	-61.0
40	Cc1cc([N+](=O)[O-])nn1Cc1c(F)c(F)c(F)c(F)c1F	-7.6	.
41	O=C(Nc1cccc(O)c1)c1ccc(Br)cc1	3.0	-4.2
42	N#Cc1c(C(F)(F)F)cc(-c2cccs2)nc1SCc1ccc(Cl)nc1	-9.0	.
43	COc1cc(OC)cc(-c2nnc(SCC(=O)N3CCCCC3)o2)c1	5.5	-11.4
44	COc1nc(C)ccc1-c1noc(-c2ccccn2)n1	6.4	-12.1
45	CC1Cc2ccccc2N1c1ncnc2nc[nH]c12 (centres undefined)	-8.5	-27.8
46	CCOC(=O)C1CCN(c2ncnc3c2cnn3-c2ccc(Cl)cc2)CC1	.	-4.2
47	CC(C)NS(=O)(=O)c1ccc(CCC(=O)NCc2cccnc2)cc1	10.2	3.0
48	C#Cc1ccc([C@@H]2C=C(C(=O)OCC=C)O[C@H](OCc3ccc(CO)cc3)C2)cc1	-12.0	.

# Exported with values under each structure: 2 of the compounds above
# Screens in order: RmlCD inh mix | HIV RNase H inh
31	Cc1cc(NC(=O)CCc2ccc(S(=O)(=O)N3CCOCC3)cc2)n(-c2ccccc2)n1
  -5.7 | .
32	CC(C)NC[C@@H](O)c1ccc(O)c(O)c1
  97.5 | .

# More compounds follow:
entry	Compound	RmlCD inh mix	HIV RNase H inh
49	CCC(=O)Nc1ccccc1C(=O)OCC(=O)c1cccc2ccccc12	156.4	.
50	COc1ccc(N(CC(=O)Nc2ccc(C)cn2)S(=O)(=O)c2c(C)nn(C)c2C)cc1	4.8	-6.3
51	CCOC(=O)c1[nH]c(C)c(C(=O)Nc2ccc(F)cc2)c1C	-6.4	1.4
52	COc1ccc(CC(=O)Nc2nc3ccccc3s2)cc1S(=O)(=O)N1CCOCC1	-47.4	-23.0
53	COc1ccccc1N=c1sc2ccccc2n1C	1.5	.
54	O=C(CCCCCn1c(=O)[nH]c2ccsc2c1=O)NCc1ccc(F)cc1	-5.3	.
55	COc1ccccc1N1CCN(C(=O)CCCCn2c(=O)[nH]c3ccsc3c2=O)CC1	7.4	-14.8
56	COc1ccc(C(=O)/C=C(\C)NCc2ccc3c(c2)OCO3)cc1	-7.2	.
57	CCOCCCNC(=O)C(NC(=O)c1ccc(=O)[nH]c1)c1ccc(C)cc1 (centres undefined)	3.9	.
58	CCN1CCN(CC(O)COC(C)C)CC1 (centres undefined)	-4.4	.
59	N#CC(C(=O)NC1CC1)c1nc2ccccc2nc1N1CCCC1 (centres undefined)	9.0	-5.3
60	O=C1CCN(S(=O)(=O)c2ccccc2)CCN1CCOCc1ccccc1	2.2	.
61	COc1ccc(C2C(C#N)=C(N)N(c3ccccc3)C3=C2C(=O)CCC3)cc1Cn1cc([N+](=O)[O-])cn1 (centres undefined)	8.2	.
62	C=CCN1C(=O)CSc2ccc(C(=O)NCc3ccco3)cc21	-1.4	-1.4
63	NC(=O)c1sc2nc(N3CCOCC3)c3c(c2c1N)CCCC3	15.9	.
64	O=c1[nH]c2cccnc2n1Cc1ccco1	-13.3	-16.6
65	COc1ccc(CNc2nc3c(c(=O)n(Cc4ccc(Cl)cc4)c(=O)n3C)n2C)cc1	2.1	0.1
66	CCOc1ccccc1C(C(=O)NC1CCCC1)N(Cc1ccco1)C(=O)CNC(=O)c1ccco1 (centres undefined)	146.3	.
67	CCc1ccc(/C=N/NC(=O)c2cc(C3CC3)nc3ccc(Br)cc23)s1	-18.5	.
68	COC(=O)NCC(c1cccnc1)N1CCOCC1 (centres undefined)	-0.4	-6.5
69	CCn1c(-c2ccccc2Cl)nn(CC(=O)Nc2cc(Cl)ccc2Cl)c1=S	-8.1	.
70	Cc1cc(C(=O)CSc2nn3c(=O)c(C(C)(C)C)nnc3s2)c(C)n1-c1ccc(F)cc1	1.1	.
71	CCOC(=O)c1cc(NC(=O)c2ccc(C)cc2)c(=O)oc1-c1ccccc1	1.9	.
72	CCC(C(=O)Nc1cccc(C(F)(F)F)c1)c1ccccc1 (centres undefined)	10.3	.
73	CC1CN(C(=O)CSc2nnc3c(Cl)cc(Cl)cn23)CC(C)O1 (centres undefined)	0.7	.
74	CCOC(=O)NC(Nc1sc2c(c1C(=O)OC)CCN(C)C2)(C(F)(F)F)C(F)(F)F	6.3	3.8
75	Nc1[nH]c(=O)ncc1F	-6.9	.
76	NC(=O)c1cnccn1	-2.7	-5.1
77	CC(=O)Oc1ccc2oc(/C=C/N(C)C)c([N+](=O)[O-])c2c1	10.8	.
78	CCOc1cccc(-c2nnc3sc(COc4ccc(C)cc4)nn23)c1	4.9	-2.2
79	CC(=O)NC(CCS(C)(=O)=O)C(=O)Nc1nccs1 (centres undefined)	2.5	6.0
80	CCCCn1nnc(NC(=O)c2cc3ccccc3o2)n1	10.3	-1.6
81	CC(C)[C@H](NC(N)=O)C(=O)Nc1ccc2c(c1)CCC2	5.6	.
82	COc1ccc(C2NC(=O)NC(O)(C(F)(F)F)C2C(=O)c2ccccc2)cc1OC (centres undefined)	-10.3	.
83	CS(=O)(=O)N1N=C(c2ccc(Cl)cc2)CC1c1cccs1 (centres undefined)	6.5	.
84	Cc1cccc(NC(=O)C2CCCC2)c1	6.2	.

# Looked up by structure from the list above (six):
entry	Compound	RmlCD inh mix	HIV RNase H inh
76	NC(=O)c1cnccn1	-2.7	-5.1
79	CC(=O)NC(CCS(C)(=O)=O)C(=O)Nc1nccs1 (centres undefined)	2.5	6.0
78	CCOc1cccc(-c2nnc3sc(COc4ccc(C)cc4)nn23)c1	4.9	-2.2
73	CC1CN(C(=O)CSc2nnc3c(Cl)cc(Cl)cn23)CC(C)O1 (centres undefined)	0.7	.
82	COc1ccc(C2NC(=O)NC(O)(C(F)(F)F)C2C(=O)c2ccccc2)cc1OC (centres undefined)	-10.3	.
77	CC(=O)Oc1ccc2oc(/C=C/N(C)C)c([N+](=O)[O-])c2c1	10.8	.

# Remaining list, next part.
entry	Compound	RmlCD inh mix	HIV RNase H inh
85	COc1ccc(Cn2nnnc2C(c2cc3ccc(OC)cc3[nH]c2=O)N2CCCCCC2)cc1 (centres undefined)	6.8	-5.7
86	CN(C)c1ccnc(-n2cccc2/C=N/OCc2cccc(F)c2)c1C#N	-14.2	.
87	CSc1ccc(/C=N\NC(=O)CNc2ccc(C)cc2)cc1	-21.4	.
88	COC(=O)c1ccc(Oc2c(C(F)(F)F)oc3c(CN4CCN(C)CC4)c(O)ccc3c2=O)cc1	3.4	.
89	O=C(CCCC(=O)N(CC(=O)NC1CCCC1)Cc1ccccc1)Nc1ccccn1	-8.3	-0.1
90	COC(=O)c1sccc1NC(=O)CN(C)NS(=O)(=O)c1ccc([N+](=O)[O-])cc1	-7.3	.
91	COc1ccc(/C=C/c2cc(-c3ccc(C)cc3)o[n+]2C)cc1	10.4	.
92	CCOC(=O)/C=C1\NC(=O)CS1	8.2	4.7
93	C=CCn1c(Cc2ccc(OC)cc2)nnc1SCC(N)=O	7.9	.
94	Cc1ccc(Nc2nc(N)nc(CSc3nnc(-c4ccncc4)o3)n2)cc1	13.6	-2.5
95	COc1ccccc1OCC(O)CN1C(=O)NC(C)(C)C1=O (centres undefined)	-14.6	-14.9
96	CN(C)C(=O)NC(O)C(Cl)Cl (centres undefined)	3.9	.
97	CCS(=O)(=O)N1CCC(C(=O)NC2CCCCCCC2)CC1	-15.8	-4.7
98	Cn1c(=O)oc2cc(S(=O)(=O)N3CCCC(C(=O)NCc4cccs4)C3)ccc21 (centres undefined)	-8.3	-7.8
99	O=C(NCC1CCCCC1)c1ccco1	-15.0	-6.7
100	C=CCn1c(N)c(C(=O)NC2CCCCC2)sc1=S	3.0	-8.7
101	Cc1[nH]c(=S)c(C#N)c(C)c1C(=O)Nc1ccccc1	-8.4	.
102	O=S(=O)(NCC1CCCO1)c1ccc(Cl)c(C(F)(F)F)c1 (centres undefined)	-8.6	-25.7
103	O=C(O)CSc1c[nH]c2ccccc12	5.5	.
104	Cc1c(Cl)cccc1-n1c(SCC(=O)N(C)Cc2ccccc2)nnc1-c1ccncc1	-5.5	.
105	C=CCNC(=O)CCCOc1ccc(C)cc1	4.4	.
106	COC(=O)c1sc2ncccc2c1OCc1ccc(Cl)cc1	-16.4	.
107	CCc1ccc(N2CC(C(=O)N/N=C/c3cccc([N+](=O)[O-])c3)CC2=O)cc1 (centres undefined)	6.7	.
108	Cc1[nH]n(C(N)=S)c(=O)c1C(c1ccccc1)C(C#N)C#N (centres undefined)	0.1	51.0*
109	CCS(=O)(=O)NC(C)C(c1cccs1)N1CCN(C)CC1 (centres undefined)	21.1	-10.5
110	Cc1sc2nc(C3CC3)nc(SCC(=O)NCc3ccco3)c2c1C	7.5	-6.9
111	C=CCNC(=S)NNC(=O)CCC(O)CCCCC (centres undefined)	7.5	.
112	C=CCn1c(SCc2ccc(C#N)cc2)nnc1-c1ccc(C)cc1	9.3	.
113	O=S(=O)(c1cnc[nH]1)N1CCCCCC1	3.8	-20.7
114	CCOC(=O)C1CCCN(C(=O)c2cnn3c(C(F)(F)F)cc(-c4ccccc4)nc23)C1 (centres undefined)	5.8	-13.6
115	COC(=O)c1ccc(-c2nc3ccc(C)cc3o2)cc1	-281.2	8.3
116	CC1=CC(=NOC(=O)c2cccc([N+](=O)[O-])c2)C=C(C)C1=O	-15.9	.
117	CCCn1c(SCC(=O)NCc2cccs2)nc2c1c(=O)n(C)c(=O)n2C	7.7	5.0

# An excerpt (hit frequency here may not be typical).
